# Compound activity deposited in PubChem BioAssay by National Center for Advancing Translational Sciences (NCATS).
# JMJD2A Tudor – qHTS Assay for Inhibitors of JMJD2A-Tudor Domain | AID 504339, 2011 | AlphaScreen JMJD2A-Tudor / H3K4me3 peptide binding | Lysine-specific demethylase 4A (Homo sapiens), O75164 | 390,000 tested, 4.4% active | Potency, µM (series often up to 114 µM), inactives show top-dose activity change, negative = inhibition, most hits filed as inhibitors; also: potency is read from the fitted curve at half-maximal effect; % is scaled to controls: 0 for no effect and ±100 for the full control effect; nearly all actives have a fitted effect of over 50% in size
# ERG Ets-DNA blk – qHTS for Small Molecule Inhibitors of the ERG Ets/DNA interaction; Transcriptional regulator ERG (Homo sapiens), P11308; fluorescence polarization, His-ERG Ets domain / labelled DNA; Potency, µM (series often up to 76.9 µM), without a hit: top-dose FP activity, negative = inhibition, actives largely listed as inhibitors; 370,000 tested, 0.028% active; AID 624246, 2012; active = well fitted inhibition curve with a large enough effect in the polarisation, with a control signal flat; inconclusive = small, poorly fitted or top-dose-only effect, or effect the other way, or a change in a side signal; inactive = no such curve, though single readings can be large or run the other way; the % refers to the polarisation;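 also: polarization taken with two DNA probes labelled with fluorescein and Texas red; potency is read from the fitted curve at half-maximal effect; % of control where 0% means no effect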
#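 His-tagged ERG Ets domain (1 uM in the protein solution; 300mM KCl, 50mM Tris-HCl, 1mM EDTA, 1mM DTT, pH 7.5) received compound, then a probe mix of 5 nM fluorescein-DNA and 100nM Texas-615-DNA. Fluorescence polarization was read for both dyes.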
# ALOX12 inh – Primary qHTS assay for inhibitors of human arachidonate 12S-lipoxygenase (ALOX12): Round 2; 580,000 tested, 1.1% active; Potency, µM (titrated, usually from 108 µM), inactives show at the top dose activity change, negative = inhibition, actives largely listed as inhibitors; purified 12hLO, xylenol orange hydroperoxide absorbance; Polyunsaturated fatty acid lipoxygenase ALOX12 (Homo sapiens), P18054; also: potency is read from the fitted curve at half-maximal effect; % is scaled to controls: 0 for no effect and ±100 for the full control effect
#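 Purified human 12hLO (150 nM final) in 25 mM Hepes, 0.01% Triton X-100, pH 7.0 was preincubated 15 min at room temperature with compound. Then 40 uM arachidonic acid was added, 30 min. Hydroperoxide was read by Fe-XO absorbance ratio 573/405 nm.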
# G9a block – qHTS Assay for Inhibitors of Histone Lysine Methyltransferase G9a; G9a H3K9 monomethylation, AlphaScreen, 2 h; Potency, µM (top dose mostly 102 µM), without a hit: at the highest dose activity, negative = inhibition, usual class: inhibitors; 350,000 tested, 8.8% active; AID 504332, 2011; also: potency is read from the fitted curve at half-maximal effect; % is scaled to controls: 0 for no effect and ±100 for the full control effect; nearly all actives have a fitted effect of over 75% in size
#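 Readings reflect AlphaScreen signal from monomethyl-H3K9 antibody detection. HMT at 20 nM; substrate b-H3K9 500 nM; cofactor SAM 20 uM; 2 h RT reaction; compounds tested as titrations in qHTS with 15 min preincubation.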
# GLS inhibitor – qHTS for Inhibitors of Glutaminase (GLS); Glutaminase kidney isoform, mitochondrial (Homo sapiens), O94925; GLS enzymatic activity, qHTS titration; Potency, µM (highest dose often 45.5 µM), for the others: top-dose activity change, negative = inhibition, usual class: inhibitors; 410,000 tested, 0.21% active; AID 624170, 2012; also: potency is read from the fitted curve at half-maximal effect; % is scaled to controls: 0 for no effect and ±100 for the full control effect
#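 Human kidney-isoform GLS in 45 mM KH2PO4 pH 8.2, 0.02% Tween-20, with compound, started with 1mM L-Glutamine (added stock). Glutamate oxidase/HRP/Amplex red coupled fluorescence read at start and after 30 min at RT.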
# HP1b chromo inh – HTS for Inhibitors of HP1-beta Chromodomain Interactions with Methylated Histone Tails | Chromobox protein homolog 1 (Homo sapiens), P83916 | AlphaScreen HP1-beta / biotin-H3K9me3 peptide binding | Potency, µM (highest dose often 114 µM), without a hit: at the highest dose activity change, negative = inhibition, usual class: inhibitors | 390,000 tested, 0.56% active | AID 540317, 2011; also: potency is read from the fitted curve at half-maximal effect; nearly all actives have a fitted effect of over 70% in size; inactives centre near 23
#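 HP1-beta protein (50 nM final) preincubated 30 min at room temperature with biotinylated H3(1-18)K9me3 peptide (50 nM) in PBS pH 7.4, 0.01% Tween-20, then compound added for 30 min. AlphaScreen streptavidin donor/nickel chelate acceptor beads (10 ug/mL final), 30 min dark, luminescence read.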
# RGS4 inh – Inhibitors of Regulator of G Protein Signaling (RGS) 4: qHTS; Transcreener GDP fluorescence polarization, RGS4-accelerated GTP hydrolysis; Potency, µM (doses to about 114 µM), for inactives: top-dose activity change, negative = inhibition, actives largely listed as inhibitors; Regulator of G-protein signaling 4 (Homo sapiens), P49798; 390,000 tested, 0.039% active; also: potency is read from the fitted curve at half-maximal effect; % is scaled to controls: 0 for no effect and ±100 for the full control effect; nearly all actives have a fitted effect of over 75% in size; some results filed as inactive show a strong effect at the top dose
#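 MLSMR compounds (23 nl, pin-transferred) preincubated 10 min at room temperature with a 500nM (2x) first reagent, then RGS4 at 900nM (2x) plus Transcreener GDP mix added; fluorescence polarization (620/688 nm) read before and after 90 min at 30 °C.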
# BAZ2B block – qHTS Assay for Inhibitors of BAZ2B. AlphaScreen BAZ2B-H3K14Ac peptide displacement. Bromodomain adjacent to zinc finger domain protein 2B (Homo sapiens), Q9UIF8. Potency, µM (doses to about 114 µM), for the others: top-dose activity change, negative = inhibition, hits mostly inhibitors. AID 504333, 2011. 360,000 tested, 4.4% active; also: potency is read from the fitted curve at half-maximal effect; % is scaled to controls: 0 for no effect and ±100 for the full control effect; nearly all actives have a fitted effect of over 60% in size
# Target sequence (Q9UIF8 whole entry, looked up, the tested form may be a part): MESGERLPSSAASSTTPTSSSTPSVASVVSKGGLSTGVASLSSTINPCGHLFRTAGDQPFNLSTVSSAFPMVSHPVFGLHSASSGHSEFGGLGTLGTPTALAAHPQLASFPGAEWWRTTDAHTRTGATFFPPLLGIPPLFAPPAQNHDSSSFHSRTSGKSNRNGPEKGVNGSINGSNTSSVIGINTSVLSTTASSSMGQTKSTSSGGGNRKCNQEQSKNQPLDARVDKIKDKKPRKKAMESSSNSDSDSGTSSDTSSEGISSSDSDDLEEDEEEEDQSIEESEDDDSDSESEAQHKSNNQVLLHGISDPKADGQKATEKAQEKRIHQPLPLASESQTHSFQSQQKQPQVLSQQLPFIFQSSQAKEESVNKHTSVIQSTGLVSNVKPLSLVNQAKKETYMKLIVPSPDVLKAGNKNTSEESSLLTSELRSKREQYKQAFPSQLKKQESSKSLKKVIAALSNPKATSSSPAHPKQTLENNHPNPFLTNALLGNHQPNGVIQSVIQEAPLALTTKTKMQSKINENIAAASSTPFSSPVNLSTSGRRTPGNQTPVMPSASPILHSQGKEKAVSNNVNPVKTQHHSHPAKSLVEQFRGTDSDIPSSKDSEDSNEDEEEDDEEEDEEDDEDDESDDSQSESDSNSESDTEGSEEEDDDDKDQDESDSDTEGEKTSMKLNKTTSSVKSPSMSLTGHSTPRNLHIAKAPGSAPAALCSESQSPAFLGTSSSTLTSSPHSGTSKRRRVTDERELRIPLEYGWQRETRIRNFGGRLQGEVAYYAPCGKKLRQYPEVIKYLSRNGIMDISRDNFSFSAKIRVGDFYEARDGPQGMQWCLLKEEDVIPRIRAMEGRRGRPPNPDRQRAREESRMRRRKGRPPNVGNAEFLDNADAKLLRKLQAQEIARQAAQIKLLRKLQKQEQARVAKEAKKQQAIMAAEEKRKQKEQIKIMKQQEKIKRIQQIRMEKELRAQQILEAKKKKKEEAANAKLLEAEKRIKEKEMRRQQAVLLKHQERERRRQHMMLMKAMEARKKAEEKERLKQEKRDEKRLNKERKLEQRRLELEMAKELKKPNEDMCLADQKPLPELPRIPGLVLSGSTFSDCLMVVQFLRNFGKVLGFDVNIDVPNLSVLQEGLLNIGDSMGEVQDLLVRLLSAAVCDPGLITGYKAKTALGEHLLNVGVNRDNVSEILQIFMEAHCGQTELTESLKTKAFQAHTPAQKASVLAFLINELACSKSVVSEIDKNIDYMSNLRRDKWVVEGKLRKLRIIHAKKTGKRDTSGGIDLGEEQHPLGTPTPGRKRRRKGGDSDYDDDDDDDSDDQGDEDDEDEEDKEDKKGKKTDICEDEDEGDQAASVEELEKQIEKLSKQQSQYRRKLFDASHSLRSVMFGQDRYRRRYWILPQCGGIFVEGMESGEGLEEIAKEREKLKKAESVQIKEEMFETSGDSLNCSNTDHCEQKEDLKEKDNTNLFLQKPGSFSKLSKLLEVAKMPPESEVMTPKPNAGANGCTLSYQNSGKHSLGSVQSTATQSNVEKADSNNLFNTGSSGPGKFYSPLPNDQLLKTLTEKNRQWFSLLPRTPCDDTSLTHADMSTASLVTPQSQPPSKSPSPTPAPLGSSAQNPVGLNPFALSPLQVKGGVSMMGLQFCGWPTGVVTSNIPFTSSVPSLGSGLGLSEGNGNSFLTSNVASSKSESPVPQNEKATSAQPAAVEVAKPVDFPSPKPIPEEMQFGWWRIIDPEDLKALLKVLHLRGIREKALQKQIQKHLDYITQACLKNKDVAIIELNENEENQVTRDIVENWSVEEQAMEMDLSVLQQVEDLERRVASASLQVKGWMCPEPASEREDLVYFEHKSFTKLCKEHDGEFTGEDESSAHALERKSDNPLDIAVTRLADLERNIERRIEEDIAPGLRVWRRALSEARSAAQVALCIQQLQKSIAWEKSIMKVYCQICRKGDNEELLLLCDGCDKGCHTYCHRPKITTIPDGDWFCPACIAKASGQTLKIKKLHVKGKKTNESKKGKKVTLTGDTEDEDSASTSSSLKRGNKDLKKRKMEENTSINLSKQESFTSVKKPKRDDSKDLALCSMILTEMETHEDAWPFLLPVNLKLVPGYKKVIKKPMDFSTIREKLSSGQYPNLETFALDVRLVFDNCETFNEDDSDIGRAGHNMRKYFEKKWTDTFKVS
#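 Compounds, titrated to a top concentration of 110 uM, were incubated 30 min at room temperature with preformed BAZ2B/acetyl-K14 H3 peptide complex (50 nM each). Proximity signal was measured by AlphaScreen after 20 min with beads.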
# PI4K2A block – qHTS for small molecular inhibitors of PI4K2A; purified PI4K2A, ADP-Glo luminescence, 1 h; active compounds read low; AID 1346378, 2018; 420,000 tested, 0.13% active; activity change, negative = inhibition, % at 76.9 µM; in the data active = activity change below about -50%; inconclusive = mostly about -30% to -49%;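 also: -100% = wells without enzyme as full effect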
#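 PI4K2A activity was measured by ADP-Glo luminescence: enzyme (4 ug/mL stock) and phosphatidylinositol (1.2 mM stock) in Tris pH 7.5/MgCl2/EGTA/Triton X-100 buffer were reacted with ATP (300 microM stock) for one hour at ambient temperature.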
# Starred values were filed as active, the others as inactive; u = inconclusive; x = no result given; & = joins results of further samples; [ ] = remark or other dose. Unless noted, calls follow the shape of the dose curve; as a rule, active = well fitted curve in the direction sought with a large enough effect; inconclusive = small, poorly fitted or top-dose-only effect, or another doubt; inactive = no such curve, though single readings can be large; an effect the other way counts as inactive or inconclusive. A portion of the library; rates above refer to the full screens.
1) COc1ccc2sc(N(Cc3cccnc3)C(=O)C3COc4ccccc4O3)nc2c1 (stereo not drawn)
2) O=C(/C=C/c1ccccc1)NNC(=O)c1cccc(Cl)c1
3) Cn1ncc(Cl)c1C(=O)NCc1ccc(Cl)cc1
4) Cc1ccc(C)c(NC(=O)CSc2nc(=O)n(CCN(C)C)c3c2CCC3)c1
5) O=C(O)C1CCC1C(=O)Nc1nc(-c2ccc(Cl)s2)cs1 (stereo not drawn)
6) Cc1cnc(C(=O)Nc2ccc(F)c(F)c2)cn1
7) CC(=O)Nc1sc2c(c1C(c1cccc(Cl)c1)N1CCN(CCO)CC1)CCCC2 (stereo not drawn)
8) CC(C)(C)c1ccc(C(=O)N/N=C/c2cccc(Cl)c2)cc1

compound no.	1	2	3	4	5	6	7	8
JMJD2A Tudor	-11%	-2%	-11%	-11%	-16%	-1%	u	-14%
ERG Ets-DNA blk	8%	-4%	x	-2%	3%	5%	-4%	-2%
ALOX12 inh	-19%	27%	-14%	-1%	191%[activator]	-4%	49%[activator]	-10%
G9a block	3%[59 µM]	22%[0.501 µM]	18%[59 µM]	8%[59 µM]	u	-9%[59 µM]	50µM*	-6%[59 µM]
GLS inhibitor	5%	8%	7%	6%	9%	6%	6%	-1%
HP1b chromo inh	15%	40%	21%	59%[activator]	23%	18%	4%	26%
RGS4 inh	26%	-17%	1%	-3%	23%	3%	18%	-10%
BAZ2B block	-6%	8%	0%	18%	0%	-2%	u	6%
PI4K2A block	0	1	1	1	0	-1	-3	7

# Structural class: those above containing a thiophene ring, fused or not.
5) O=C(O)C1CCC1C(=O)Nc1nc(-c2ccc(Cl)s2)cs1 (stereo not drawn)
7) CC(=O)Nc1sc2c(c1C(c1cccc(Cl)c1)N1CCN(CCO)CC1)CCCC2 (stereo not drawn)

compound no.	5	7
JMJD2A Tudor	-16%	u
ERG Ets-DNA blk	3%	-4%
ALOX12 inh	191%[activator]	49%[activator]
G9a block	u	50µM*
GLS inhibitor	9%	6%
HP1b chromo inh	23%	4%
RGS4 inh	23%	18%
BAZ2B block	0%	u
PI4K2A block	0	-3

# Additional compounds
9) CCCNC(=O)C1CC(=O)N(c2ccc(OCC(=O)Nc3cccc(C)c3C)cc2)C1 (stereo not drawn)
10) Cc1sc2nc(CN(Cc3cccs3)C(=O)C3CC3)[nH]c(=O)c2c1C
11) COc1ccc(S(=O)(=O)N2CCCN(C)CC2)cc1
12) COc1cc(C(=O)NC2CCCCC2)ccc1OC1CCN(C(C)=O)CC1
13) CCC/C(=N/NC(=O)c1nnn(-c2nonc2N)c1CN1CCCCC1)c1ccccc1
14) COC(=O)C1=C(CS(=O)(=O)c2ccc(C)cc2C)NC(=O)NC1c1ccc(C)cc1 (stereo not drawn)
15) CC(C)CCNC(=O)CN(CCCN1CCOCC1)C(=O)Cn1nnc(-c2ccc(F)cc2)n1
16) Cc1cc(C)cc(N(CC(=O)NC2CCCCC2)C(=O)c2csnn2)c1

compound no.	9	10	11	12	13	14	15	16
JMJD2A Tudor	-10%	-21%	-8%	-3%	u	-20%	-22%	5%
ERG Ets-DNA blk	-13%	8%	-5%	5%	9%	-7%	-2%	-6%
ALOX12 inh	14%	121%[activator][57.4 µM]	15%	7%	1%	u	-14%	-1%
G9a block	11%[59 µM]	u	u	1%[0.501 µM]	x	-43%[59 µM]	-17%[59 µM]	2%
GLS inhibitor	1%	-2%	-4%	-3%	20%	4%	-3%	-13%
HP1b chromo inh	57%[activator]	-16%	26%	28%	21%	25%	21%	24%
RGS4 inh	7%	0%	-14%	1%	u	15%	-22%	0%
BAZ2B block	-5%	-2%	2%	6%	x	-13%	5%	-19%
PI4K2A block	3	1	2	-7	2	3	9	-6

# The last 3 records of the section above lead into the next:
14) COC(=O)C1=C(CS(=O)(=O)c2ccc(C)cc2C)NC(=O)NC1c1ccc(C)cc1 (stereo not drawn)
15) CC(C)CCNC(=O)CN(CCCN1CCOCC1)C(=O)Cn1nnc(-c2ccc(F)cc2)n1
16) Cc1cc(C)cc(N(CC(=O)NC2CCCCC2)C(=O)c2csnn2)c1
17) COc1ccc(Nc2cc(C)c3ccccc3n2)cc1
18) COc1ccc(OCc2nnc(SCC(=O)NCc3ccco3)o2)cc1
19) O=C(NCc1csc(-c2cccs2)n1)Nc1cccc(Cl)c1
20) Cc1ccc(S(=O)(=O)CC2CSc3nnc(C)c(=O)n32)cc1 (stereo not drawn)
21) COc1cccc(NC(=O)COc2ccc(Br)c(C)c2)c1
22) Cc1cc(C)n2nc(SCC(=O)Nc3ccc(F)cc3[N+](=O)[O-])nc2n1
23) N#Cc1ccccc1Cn1c(=O)n(CCCC(=O)NCc2ccc3c(c2)OCO3)c(=O)c2sccc21
24) Cn1c(-c2ccccc2)c(C(=O)CCl)c2ccccc21

compound no.	14	15	16	17	18	19	20	21	22	23	24
JMJD2A Tudor	-20%	-22%	5%	u	-9%	1%	-4%[57.1 µM]	62%[activator]	-13%	-8%	25%
ERG Ets-DNA blk	-7%	-2%	-6%	-9%	-6%	2%	1%	-2%	-11%	0%	20%
ALOX12 inh	u	-14%	-1%	u	0%	-11%	8%	98%[activator]	160%[activator]	-19%	-26%
G9a block	-43%[59 µM]	-17%[59 µM]	2%	-8%[59 µM]	-7%	25%[59 µM]	8%[59 µM]	x	x	-34%[59 µM]	18%
GLS inhibitor	4%	-3%	-13%	2%	7%	15%	-1%	-10%	-3%	-10%	9%
HP1b chromo inh	25%	21%	24%	26%	22%	24%	45%[activator]	140%[activator]	28%	28%	80%[activator]
RGS4 inh	15%	-22%	0%	-10%	13%	8%	8%[56.9 µM]	-10%	-3%	-5%	-3%
BAZ2B block	-13%	5%	-19%	u	-3%	-8%	1%	8%	x	-9%	17%
PI4K2A block	3	9	-6	-2	4	-3	-4	4	-2	5	9

25) Cc1ccc(C(C)n2cc(C(=O)NCCN3CCN(C)CC3)nn2)cc1 (stereo not drawn)
26) Cc1cccc(NS(=O)(=O)c2ccc3oc(=O)ccc3c2)c1C
27) O=C(NCc1ccc2c(c1)OCO2)C1CCC(CNS(=O)(=O)c2ccccc2)CC1 (stereo not drawn)
28) COc1ccc(NC(=O)COC(=O)C23CCC(=O)N2c2ccccc2S3)cc1 (stereo not drawn)
29) Cc1cccc(NC(=O)c2sc(-n3nc(C)c(CCC(C)C)c3C)nc2C)c1
30) CCc1ccc(C(=O)Nc2cccc(-c3nc4cc(C(C)C)ccc4o3)c2)cc1
31) CCCCCOc1ccc(CSCCNC(=S)Nc2ccccc2)cc1
32) Cc1c(NC(=O)C(C)Oc2ccc(Br)cc2Cl)c(=O)n(-c2ccccc2)n1C (stereo not drawn)

compound no.	25	26	27	28	29	30	31	32
JMJD2A Tudor	5%	-1%	-3%	1%	-1%	3%	-15%	-11%
ERG Ets-DNA blk	-4%	-12%	-18%	-2%	3%	5%	-16%	-10%
ALOX12 inh	-19%	3%&-3%	2%	0%	-1%	0%	-17%	-19%
G9a block	u	x	-10%[59 µM]	u	u	5%[59 µM]	13%	-32%[59 µM]
GLS inhibitor	1%	3%	-8%	5%	2%	-2%	-2%	-4%
HP1b chromo inh	34%	24%	22%	30%	46%[activator]	45%[activator]	33%	29%
RGS4 inh	25%	31%	-34%	17%	-1%	1%	-6%	-29%
BAZ2B block	-4%	8%	13%	-7%	-3%	-4%	-2%	6%
PI4K2A block	-1	2	4	-1	1	2	2	1

33) COc1ccc(Cl)cc1NC(=O)COC(=O)CCc1cc(OC)c(OC)c(OC)c1
34) O=C(COC(=O)c1cc(=O)[nH]c2ccccc12)NC1CCCCC1
35) CCCn1ccc2c(OCC(=O)Nc3ccccc3C(=O)OCC)cccc2c1=O
36) CC(C)CNC(=S)NNC(=O)c1ccccc1OC(F)F

compound no.	33	34	35	36
JMJD2A Tudor	-20%	-3%	-15%	-11%
ERG Ets-DNA blk	-3%	3%	-9%	-3%
ALOX12 inh	-21%	1%	-20%	7%
G9a block	-6%	x	-1%[59 µM]	33%[59 µM]
GLS inhibitor	4%	-5%	-6%	18%
HP1b chromo inh	-11%	19%	-7%	43%
RGS4 inh	7%	-11%	-16%	-11%
BAZ2B block	3%	x	-6%	-2%
PI4K2A block	5	4	3	0
